High-throughput results: PubChem BioAssay, several laboratories
aSyn 5UTR inh = MLPCN primary screen, SNCA 5' untranslated region | inhibition, % (tested at 7.5 µM) | AID 1813 | actives 0.82% (n = 300,000) | alpha-synuclein 5'UTR reporter, inhibitor activity; in the data active means inhibition above about 60%; inconclusive means no clear call, values can overlap the other calls;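 further: H4 neuroglioblastoma cells stably carrying SNCA 5'UTR luciferase fusion; 0% = DMSO wells and 100% = positive control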
HSF1 activator = increases HSF-1 driven luciferase reporter signal; NIH3T3-HGL HSF-1 luciferase reporter, MG132, 8 h; 100% = twice DMSO control signal; activation, % at 9 µM; actives 1.7% (n = 300,000);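 active means mean replicate activation of at least 50% with a set share of replicates each reaching 50%; inconclusive means only one of those two conditions met; inactive means mean below 50% and too few replicates reaching it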;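 further: 0% = median of the neutral control wells and 100% = twice that signal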
HSF1 inhib = HSF1 inhibition; NIH3T3-HGL HSE-luciferase, MG132-induced, luminescence 8 h; stronger effect = lower value; activity change, negative = inhibition, % at 7.5 µM (by protocol); actives 0.77% (n = 300,000); AID 2098;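 active means more than half of replicate wells show activity change below -50%, luminescence cut by over half; inconclusive means some wells, but at most half, below -50%; inactive means no replicate well below -50%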;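 further: luciferase reports HSF-1 transcriptional activity via heat shock element; 0% = median of DMSO wells and -100% = zero luminescence signal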
KLF5 inh = suppresses KLF5 promoter-driven expression; DLD-1 KLF5 promoter-luciferase reporter, luminescence; inhibition, % at 5 µM; actives 0.23% (n = 290,000); AID 1700;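 active means inhibition above a per-plate limit of that plate's mean compound inhibition plus 3 SD, cut at about 60% in these data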;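 further: 0% = DMSO wells and 100% = LY294002 at 200 µM; higher means less KLF5 promoter-driven luciferase light; inactives centre near -14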
HDAC3 inh = blocks human histone deacetylase 3 | inhibition, % at 8.3 µM | recombinant HDAC3, fluorogenic peptide/trypsin coupled, fluorescence | AID 2718 | O15379 | actives 0.15% (n = 320,000); in the data active means inhibition above about 26%, passing the limit was not always enough; inconclusive means no clear call, values can overlap the other calls
Target sequence (O15379 whole entry, looked up): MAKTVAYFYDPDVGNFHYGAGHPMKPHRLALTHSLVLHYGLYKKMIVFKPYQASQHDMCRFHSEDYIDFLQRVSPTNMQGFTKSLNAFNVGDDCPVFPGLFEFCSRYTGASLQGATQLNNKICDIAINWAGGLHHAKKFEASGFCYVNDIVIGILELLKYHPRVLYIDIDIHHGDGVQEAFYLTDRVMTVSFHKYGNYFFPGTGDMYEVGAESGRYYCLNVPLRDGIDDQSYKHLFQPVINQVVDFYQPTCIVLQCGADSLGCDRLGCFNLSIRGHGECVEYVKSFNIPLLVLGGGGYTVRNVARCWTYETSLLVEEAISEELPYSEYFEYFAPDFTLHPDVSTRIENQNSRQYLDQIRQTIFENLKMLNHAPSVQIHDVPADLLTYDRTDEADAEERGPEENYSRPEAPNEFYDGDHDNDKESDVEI
IEC-6 tox = counter-screen for KLF5 inhibitors: cytotoxicity in IEC-6 cells. AID 1825. IEC-6 cytotoxicity, luminescence viability. actives 0.78% (n = 290,000). inhibition, % at 5 µM; in the data active means inhibition above about 22%;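 further: 0% = plate median of test compound wells and 100% = cytotoxic reference compound wells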
HIF act = HIF pathway transcriptional activation. U2OS HRE-luciferase reporter, luminescence; normalized: DMSO 0%, desferrioxamine 100%. actives 0.32% (n = 300,000). activation, % at 7.5 µM (by protocol). AID 1910;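 active means mean activation of at least 10% of the iron chelator positive control signal, with at least half of replicates also reaching 10%; inconclusive means mean and replicate majority disagree about reaching 10%; inactive means mean and most replicates under 10%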
Platelet DG rel = modulates dense granule release in human platelets | actives 0.22% (n = 300,000) | human platelet-rich plasma, SFLLRN dense granule ATP release, luminescence | inhibition, %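 (compounds screened at 7.5 µM in platelet-rich plasma)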;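 active means mean replicate score, as percent of positive control, at or above 50; inconclusive means mean below 50 but at least one replicate at or above 50; inactive means mean and every replicate below 50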
AI-2 QS mod = Vibrio harveyi AI-2 quorum sensing modulation | Vibrio harveyi JMH597 AI-2 luminescence/OD600 ratio, 9 h; stronger effect = lower value; strain lacks LuxN and CqsS sensors; 0 = neutral-control median | activity change, % at 7.5 µM | actives 0.4% (n = 300,000); in the data active means activity change below about -75%, passing the limit was not always enough; inconclusive means no clear call, values can overlap the other calls;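 further: luminescence divided by OD600 gain over 9 h not by final OD600 alone; inactives centre near 13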
HSP90 inh = inhibitors of HSP90 luciferase refolding in rabbit reticulocyte lysate | luciferase refolding luminescence, 3 h | inhibition, % at 5.6 µM | actives 0.91% (n = 290,000);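 active means inhibition above the screen-wide mean plus 3 SD, computed separately per campaign, cut at about 16% in these data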;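 further: 0% = DMSO wells and 100% = 60 µM geldanamycin wells; inhibitors lower the luminescence because luciferase stays unfolded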
Active calls of the source: *; ? = inconclusive; / = no result given; & = joins results of further samples.

1. COc1cc(S(=O)(=O)NC2CCCC2)ccc1Cl
2. Cc1ccc(S(=O)(=O)NCCc2ccncc2)cc1[N+](=O)[O-]
3. COCCCNC(=O)CN(Cc1ccc(Cl)cc1)S(C)(=O)=O
4. Cc1cccc(CN2CCC(C(=O)Nc3cccc(-c4cscn4)c3)CC2)n1
5. Cc1ccc(-n2cc(CN3CCNC(=O)CC3)c(-c3ccc(F)cc3)n2)cc1
6. CCOC(=O)c1sc(NC(=O)c2cc3c(s2)CCC(C)C3)nc1C (stereo not drawn)
7. O=C(Nc1ccccc1C(F)(F)F)c1cc2ccccc2o1
8. CCOc1cc(/C=C(\C#N)C(=O)Nc2cccc(C(=O)O)c2)ccc1OCc1ccccc1Cl

Screen / compound no.	1	2	3	4	5	6	7	8
HIF act	-0.4	-0.3	-0.7	0.6	0.1	0.1	3.2	-0.4
HDAC3 inh	6	1	4	2	/	10	14	-7
aSyn 5UTR inh	-7	11	3	8	2	-101	-209	19
HSP90 inh	-1	-3	-1	2	-3	5	0	-2
Platelet DG rel	4	1	-1	-5	23	-4	-2	-3
AI-2 QS mod	37	15	4	318	11	19	40	/
HSF1 activator	16	0	22	82*	1	-40	?	31
IEC-6 tox	2	5	0	8	0	0	1	3
HSF1 inhib	0	0	9	40	6	-31	25	13
KLF5 inh	4	-39	-3	-28	3	86*	-87	7

9. CC(C)CNC(=O)COC(=O)CCC(=O)c1ccc(F)cc1
10. COc1ccccc1NC(=O)CN1C(=O)NC2(CCCCCCC2)C1=O
11. O=C(c1ccc2c(c1)OCCO2)C1CCN(C(=O)Nc2ccc(F)cc2)CC1
12. COc1ccc(C(=O)NC(=S)N(C)C2CCCCC2)cc1Br
13. Cc1ccc(-n2nnc(-c3cccnc3)n2)cc1
14. CC(OC(=O)CNC(=O)c1ccc2c(c1)OCO2)C(=O)NCCC1=CCCCC1 (stereo not drawn)
15. Cc1ccc2nnnc(-c3ccccc3)c2c1
16. Cc1ccc(N2CC(C(=O)Nc3nnc(SCC(=O)Nc4cc(C)on4)s3)CC2=O)cc1 (stereo not drawn)

Screen / compound no.	9	10	11	12	13	14	15	16
HIF act	0.1	0.8	0.1	0.0	3.7	-0.2	-0.6	-0.1
HDAC3 inh	3	4	-10	-6	-3	9	-1	/
aSyn 5UTR inh	-9	-1	18	-24	-117	6	-3	33
HSP90 inh	1	-1	0	1	/	-4	9	-3
Platelet DG rel	1	-3	2	-8	0	2	15	4
AI-2 QS mod	28	1	11	6	1	13	25	19
HSF1 activator	-11	-15	10	9	30	-1	-18	-8
IEC-6 tox	-3	0	1	4	/	1	7	-5
HSF1 inhib	-2	2	0	-5	18	3	-7	-12
KLF5 inh	-35	7	-19	-36	/	8	9	-27

17. COc1ccc(Cn2c(C)nc3ccc([N+](=O)[O-])cc3c2=O)cc1
18. O=C(NCCc1ccccc1)C1CCC(Cn2c(=O)c3ccccc3n(Cc3cccc(Cl)c3)c2=O)CC1 (stereo not drawn)
19. Cc1cc([N+](=O)[O-])ccc1NC(=S)NC(=O)Cc1ccccc1
20. O=C(CSc1ncccn1)NCc1ccc(F)cc1
21. COc1cccc(OCc2nnc(SCC(=O)NNC(=O)C3CCCCC3)n2C)c1
22. CCCCOCCCNC(=O)c1ccc(NC(C)=O)cc1
23. O=[N+]([O-])c1nn(-c2ccc3c(c2)OCCO3)n(O)c1=Nc1ccccc1
24. CCn1c(O)c(N=NC(=S)NCC2CCCO2)c2ccccc21 (stereo not drawn)

Screen / compound no.	17	18	19	20	21	22	23	24
HIF act	-0.2	2.6	0.2	-0.1	0.0	-0.4	-5.6	-0.1
HDAC3 inh	-4	6	1	7	-8	0	7	-6
aSyn 5UTR inh	15	3	5	-17	6	-3	80*	-10
HSP90 inh	0	/	-1	-1	1	-2	2	0
Platelet DG rel	1	-1	-4	5	18	3	-67	-1
AI-2 QS mod	29	5	3	16	2	28	70	25
HSF1 activator	11	-16	19	-13	-10	3	-91	13
IEC-6 tox	-6	/	-7	4	9	0	-3	6
HSF1 inhib	2	5	8	-3	-7	2	-89*	-5
KLF5 inh	-29	/	0	-20	-21	6	72*	-4

25. O=C1CN(S(=O)(=O)c2cccc(Cl)c2Cl)c2ccccc2N1
26. O=S(=O)(Nc1ccccc1N1CCOCC1)c1ccc(Cl)s1
27. CCCn1c(NCc2ccco2)nc2ccccc21
28. CC(C)(C)OC(=O)NCCCC[C@@H](C(=O)NCCCCCCCCCCC(=O)N1CCN(C(=O)OC(C)(C)C)CC1)n1cc(CCO)nn1
29. CCC(C)[C@H](NC(=O)N1CC(=O)Nc2ccccc21)C(=O)Nc1ccccc1C (stereo partly drawn)
30. CCN(CC)c1ccc(/C=N/OC(C)C(=O)Nc2ccc(C)cc2)cc1 (stereo not drawn)
31. COc1ccc(OC)c(NS(=O)(=O)c2ccc(Cl)nc2)c1
32. O=C(Nc1cccc(F)c1)C1CCCN1C(=O)OCc1ccccc1 (stereo not drawn)

Screen / compound no.	25	26	27	28	29	30	31	32
HIF act	-0.1	-0.4	0.0	-4.3	2.0	0.2	0.0	0.0
HDAC3 inh	9	3	?	4	-3	-5	2	0
aSyn 5UTR inh	-14	9	-2	9	-95	-12	7	-7
HSP90 inh	-4	1	4	/	-1	-1	2	2
Platelet DG rel	-1	4	-7	-1	3	5	16	-3
AI-2 QS mod	6	22	9	30	19	11	33	12
HSF1 activator	0	7	-6	-5	0	1	-5	-6
IEC-6 tox	3	-4	0	/	21	-1	-7	8
HSF1 inhib	-10	-1	3	-2	-7	-3	-6	4
KLF5 inh	-11	-16	-38	/	-2	-7	-26	-8

33. Cc1ccccc1-c1cc(C(=O)Nc2sc(C)c(C)c2C(N)=O)c2ccccc2n1
34. O=C(Nc1ncnc2sc3c(c12)CCCCC3)c1ccccc1
35. CC(=O)Oc1ccc2nc(-c3ccco3)oc(=O)c2c1
36. CC(NC(=O)c1ccc2ccccc2n1)c1ccccc1 (stereo not drawn)
37. Cc1ccccc1N1CCN(C2CCCN(C(=O)c3ccsc3)C2)CC1 (stereo not drawn)
38. CCc1ccc(-c2cc3c(=O)n(CC(=O)NCc4ccccc4F)ncn3n2)cc1
39. O=C(c1cnn2c(C(F)F)cc(-c3ccccc3)nc12)N1CCOCC1
40. COc1ccc(CCNC(=O)Cn2c(=O)n(CC3CCCO3)c(=O)c3cc(OC)c(OC)cc32)cc1OC (stereo not drawn)

Screen / compound no.	33	34	35	36	37	38	39	40
HIF act	0.3	0.0	0.3	0.7	-0.4	2.7	0.7	-22
HDAC3 inh	3	-1	0	8	-7	0	11	-7
aSyn 5UTR inh	33	4	5	4	0	-70	8	25
HSP90 inh	3	4	0	-3	-1	-9	-2	-1
Platelet DG rel	6	2	0	/	-3	6	-9	-2
AI-2 QS mod	-8	9	/	28	-7	17	25	10
HSF1 activator	4	14	-4	43	38	-10	-14	-4
IEC-6 tox	7	5	-4	7	3	-15	8	2
HSF1 inhib	-1	-3	-8	17	12	4	-4	-6
KLF5 inh	0	-7	-18	-30	-47	-29	12	-31

Overlap with the part before: four compounds; new compounds follow.
37. Cc1ccccc1N1CCN(C2CCCN(C(=O)c3ccsc3)C2)CC1 (stereo not drawn)
38. CCc1ccc(-c2cc3c(=O)n(CC(=O)NCc4ccccc4F)ncn3n2)cc1
39. O=C(c1cnn2c(C(F)F)cc(-c3ccccc3)nc12)N1CCOCC1
40. COc1ccc(CCNC(=O)Cn2c(=O)n(CC3CCCO3)c(=O)c3cc(OC)c(OC)cc32)cc1OC (stereo not drawn)
41. Cc1ccc(C)c(NC(=S)c2ccccn2)c1
42. O=S(=O)(c1ccc(-c2csc(=Nc3ccccc3)n2CCCN2CCOCC2)cc1)N1CCOCC1
43. COc1ccccc1-c1nnn(CC#N)n1
44. Oc1[nH]c2ccccc2c1C=Nc1ccc2c(c1)OCCO2
45. Cc1cc2nn(-c3cccc4ccccc34)nc2cc1NC(=O)c1cccs1
46. Cc1oc2c(c1C(=O)NCc1cccnc1)C(=O)c1ccccc1C2=O
47. CCc1ccc(CN(C)C(=O)c2cc(COc3ccc(-n4cncn4)cc3)on2)cc1
48. COC(=O)C(Cc1ccccc1)NC(=O)C(CC(C)C)NC(=O)OC(C)(C)C (stereo not drawn)

Screen / compound no.	37	38	39	40	41	42	43	44	45	46	47	48
HIF act	-0.4	2.7	0.7	-22	2.5	-0.2	0.0	0.4	0.2	-3.3	0.9	-0.1
HDAC3 inh	-7	0	11	-7	3	-1	-3	/	-6	3	4	-4
aSyn 5UTR inh	0	-70	8	25	-114	21	-13	-76	19	107*	3	13
HSP90 inh	-1	-9	-2	-1	2	-1	0	-4	-1	16*	-7	2
Platelet DG rel	-3	6	-9	-2	-1	-58	5	9	0	-15	12	5
AI-2 QS mod	-7	17	25	10	0	11	18	10	47	4	3	1
HSF1 activator	38	-10	-14	-4	31	-18	-18	45	4	-94	9	-39
IEC-6 tox	3	-15	8	2	2	1	5	-9	-5	102*	-4	2
HSF1 inhib	12	4	-4	-6	13	0	-7	26	0	-95*	2	-21
KLF5 inh	-47	-29	12	-31	-45	-15	-10	-213	-51	-17	-20	-8

49. O=S(=O)(NCc1ccccc1)c1cccs1
50. Cc1ccc2cc(CCNC(=O)c3ccc(C)c([N+](=O)[O-])c3)c(=O)[nH]c2c1
51. Cc1cc(C)c(NC(=O)CSc2nc3ncc(Br)cc3[nH]2)c(C)c1
52. C=CCn1c(=O)c2c3c(sc2n2c(Nc4ccc(C(=O)OCC)cc4)nnc12)CCCC3
53. Nc1[nH]n2c(=O)cc(-c3ccccc3)nc2c1N=Nc1ccc2c(c1)OCO2
54. Cc1ccc(CNS(=O)(=O)c2cn(C)c(=O)n(C)c2=O)cc1
55. S=C(NCCc1ccccn1)NC1CC2CCC1C2 (stereo not drawn)
56. COCCN(CC(=O)Nc1ccccc1)S(=O)(=O)c1ccc(S(=O)(=O)N2CCCC2)cc1
57. CC(C)C(=O)Nc1nnc(SCC(=O)NC2CCCC2)s1
58. CSc1nc(Cl)cc(=O)[nH]1
59. COCCOC(=O)C1=C(C)NC(C)=C(C(=O)OC(C)C)C1c1cccc([N+](=O)[O-])c1 (stereo not drawn)

Screen / compound no.	49	50	51	52	53	54	55	56	57	58	59
HIF act	-0.1	-0.8	-0.9	-0.8	0.0	-0.3	1.9	-0.1	-1.4	0.7	0.2
HDAC3 inh	-1	0	3	1	8	-5	1	7	-6	-1	4
aSyn 5UTR inh	8	-19	22	16	1	-12	-62	-27	1	6	13
HSP90 inh	0	1	-2	-2	2	-3	-1	-1	-4	1	1
Platelet DG rel	-3	-7	4	-1	4	3	-9	16	-4	-1	-2
AI-2 QS mod	12	3	17	30	10	13	2	0	-4	21	16&14
HSF1 activator	-9	-6	2	46	-1	-6	0	-5	9	-2	18
IEC-6 tox	4	2	-2	0	3	-9	3	-11	1	1	-4
HSF1 inhib	-2	-12	8	31	-4	-3	5	3	-4	-4	10
KLF5 inh	-10	-6	-13	-7	-49	-16	-44	-11	4	-25	2
